Assay outcomes (PubChem BioAssay)
RSV antiviral HEp-2 – RSV antiviral activity via CPE protection, HEp-2 cells, primary 10 µM value included (AID 2391) | actives 0.13% (n = 310,000) | HEp-2 cells, RSV-induced CPE inhibition; higher % means a stronger effect | one-dose CPE inhibition, % at 10 µM; IC50 in µM for titrated hits; in the data active = a potency from the dose series; inconclusive = CPE inhibition mostly from about 23% at the one dose, without a potency; inactive = the rest, 99 in 100 with CPE inhibition below about 21%; note: strong numbers were not always called active
b-catenin transl – modulators of beta-catenin nuclear translocation; nuclear translocation activity, % at 5 µM; HeLa beta-catenin nuclear translocation, immunofluorescence imaging; AID 1665; actives 0.3% (n = 190,000);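 active = nuclear translocation activity above 50% at 5 µM, with a well cell count of 50 or more; inconclusive = wells under 50 cells across six images, flagged as toxic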;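 note: per-cell ratio of nuclear to cytoplasmic median beta-catenin stain intensity; plate controls were DMSO negative control for no effect and GSK-3 inhibitor IX positive control for full effect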
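Signal – beta-catenin immunofluorescence imaging with DAPI · Test system – human HeLa cell line · Dosing – 5 µM primary single dose, 0.1% DMSO, 0.02–20 µM confirmation series · Measure – % activation, nuclear-to-cytoplasmic median beta-catenin signal ratio per cell · Incubation – 24 h compound exposure at 37°C, 5% CO2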
Rac1 GTP hydrolysis – MgcRacGAP GTPase-activating activity inhibitors, confirmation, biochemical, ADP Hunter fluorescence | MgcRacGAP-stimulated Rac1 GTP hydrolysis, ADP Hunter fluorescence; higher % means a stronger effect; GST-tagged Rac1 F28L mutant substrate | inhibition, % at 30 µM; hits with a dose series show IC50 in µM | actives 0.6% (n = 340,000);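 active = first-screen hits whose inhibition reached a set limit at any dose in the follow-up dose series; inconclusive = inhibition above the set first-screen limit but never retested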;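 note: fluorescence reports GDP produced by GAP-driven GTP hydrolysis; strong numbers were not always called active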
West Nile antiviral – inhibition of WNV-induced cytopathic effect – cell-based, CPE readout (AID 1621) | West Nile virus-infected cells, CPE inhibition; higher % means a stronger effect | CPE inhibition, % at 10 µM, or IC50 in µM where a hit was titrated | actives 0.02% (n = 290,000); in the data active = a potency from the dose series; inconclusive = CPE inhibition mostly from about 3.7% at the one dose, without a potency; inactive = the rest, 99 in 100 with CPE inhibition below about 2.2%; note: strong numbers were not always called active
Myeloid diff MLP – compounds promoting myeloid differentiation; actives 1% (n = 360,000); ER-HoxA9 myeloid progenitors, lysozyme-GFP differentiation, flow cytometry; calls only at 10 µM; AID 624256;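 active = normalized GFP-positive differentiation at or above the plate's own cutoff, the solvent-only control mean plus 3 SD; inconclusive = no clear call, values can overlap the other calls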;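 note: cells exposed to compound for four days before flow analysis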
Large T inhibition – TAg ATPase/helicase activity blockers – biochemical (AID 1903) | SV40 large T antigen ATPase/helicase inhibition assay; higher % means a stronger effect | one-dose inhibition, % at 20 µM; IC50 in µM for titrated hits | actives 0.39% (n = 310,000); in the data active = a potency from the dose series; inconclusive = inhibition mostly from about 32% at the one dose, without a potency; inactive = the rest, 99 in 100 with inhibition below about 32%; note: strong numbers were not always called active
Salmonella PhoP GFP – PhoP-dependent GFP reporter repression – Salmonella Typhimurium, primary screen (AID 1863); inhibition, % at 50 µM, or IC50 in µM where a hit was titrated; actives 0.16% (n = 300,000); S. Typhimurium PhoP-regulated promoter GFP reporter, 4 h; higher % means a stronger effect;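 active = inhibition over 29.93%, a cutoff 3 SD above the screen mean, later confirmed by dose response; inconclusive = inhibition over 29.93% but no dose response follow-up; inactive = inhibition at most 29.93% or unconfirmed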;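 note: 0% = low Mg2+ inducing control and 100% = high Mg2+ repressing control; strong numbers were not always called active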
T cell modulator – T cell immune modulators affecting CD8 T cell-vesicle binding; AID 2052; calls only at 7 µM; 2C CD8+ T cell-vesicle binding, flow cytometry; stronger effect = lower value; actives 0.068% (n = 330,000);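 active = response, share of CD8 T cells binding vesicles, and their 90th percentile fluorescence all below set limits, cut at about 80% in these data, passing the limit was not always enough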
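incubation = binding step 1.5 h, 37 °C, antibody labelling 20 min, ice | test system = 2C mouse CD8+ T cells | read-out basis = percent CD8+ FL2 mean versus row control | controls = Peptide-free naked vesicles (low) and QL9 vesicles with 0.7% DMSO vehicle (high) | detection = flow cytometry of vesicle-bound cells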
WT yeast gro inh – growth inhibition of WT yeast, mitochondrial fusion screen | mitochondrial fusion phenotypic screen, WT strain | inhibition, % at 10 µM | actives 2.1% (n = 190,000) | AID 1362; in the data active = inhibition above about 58%; tested in S. cerevisiae
WT yeast gro inh mutant strain – also measured in WT yeast gro inh; calls as there; inhibition, %; mitochondrial fusion phenotypic screen, mutant strain inhibition
b-catenin transl cell count 5 µM – recorded beside b-catenin transl, whose call it bears; cell count; measured here: cell count, cytotoxicity flag
T cell modulator vesicle-bound % – second read-out of T cell modulator, no call of its own (marks repeat the call); double positive events, %; measured here: CD8+ vesicle-bound cell fraction;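 binding gate set so that unloaded-vesicle control wells show 10% double positive cells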
Myeloid diff MLP GFP+ MAC1+ % – further read-out of Myeloid diff MLP, marked with its call; GFP+ MAC1+ double positive, %; measured here: differentiation confirmed by MAC1 staining
* hit, by the source's call; i = inactive; u = inconclusive; x = not tested or not shown.

SMILES | RSV antiviral HEp-2 | b-catenin transl | b-catenin transl cell count 5 µM | Rac1 GTP hydrolysis | West Nile antiviral | Myeloid diff MLP | Myeloid diff MLP GFP+ MAC1+ % | Large T inhibition | Salmonella PhoP GFP | T cell modulator | T cell modulator vesicle-bound % | WT yeast gro inh | WT yeast gro inh mutant strain
O=C(Nc1ccccc1)C(Cc1cccs1)c1nn[nH]n1 (centres undefined) | 0.9% | -2.7 | 1181 | 6.6% | -0.2% | i | 0.5 | 6.4% | -7.9% | i | 55.8 | 1.4 | 1.2
CCCCN(C)C1CCN(C(=S)Nc2cccc(SC)c2)CC1 | -2.6% | 0.4 | 1127 | 9.3% | 0.1% | i | 0.4 | 10.1% | 0.9% | i | 50.9 | 9.3 | 8.2
Cn1ccnc1SCC(=O)Nc1ccc2c(c1)COC2=O | 0.4% | -1.6 | 1140 | 11.6% | 0.2% | i | 0.4 | 5.3% | 10.1% | i | 45.5 | 0.8 | -3.0
Cc1cc(NC(=O)Nc2ccc(F)c(Cl)c2)no1 | 0.2% | 0.9 | 980 | 7.7% | 0.7% | i | 5.8 | -1.4% | -0.4% | i | 41.4 | -2.4 | 1.9
O=c1[nH]nc(CSCc2ccccc2Cl)[nH]1 | 2.4% | 1.9 | 1144 | 2.5% | -0.3% | i | 1.9 | 6.5% | 5.8% | i | 35.4 | 14.6 | 0.9
CCOc1ccc(Cl)cc1Nc1nc(NCCO)nc(N2CCCC2)n1 | 2.8% | x | x | 1.0% | 0.5% | i | 0.4 | 0.1% | x | i | 7.4 | x | x
Cn1c(N)c(C(=O)COC(=O)c2ccc(Cl)c(S(=O)(=O)N3CCCCC3)c2)c(=O)n(C)c1=O | 4.7% | -1.2 | 958 | 5.9% | -0.2% | i | 0.8 | -1.2% | 3.8% | i | 52.0 | 19.3 | 11.5
CCCC(=O)Nc1sc2c(c1C#N)CCCC2 | 0.5% | x | x | 8.6% | 0.2% | i | 0.8 | 11.1% | -5.6% | i | 54.4 | 6.9 | 12.1
N#Cc1ccc(OCCOCCNC2CCCC2)cc1 | -0.8% | 1.2 | 963 | 25.7% | 0.6% | i | 0.2 | 0.7% | 0.6% | i | 59.8 | -8.2 | -7.2
C=CCNc1nc(N2CCCCC2)c(C#N)c2c1CN(Cc1ccccc1)CC2 | 6.9% | -0.6 | 1107 | 11.1% | -0.5% | i | 0.2 | 6.4% | -3.1% | i | 39.5 | 7.9 | -7.7
CCCn1cc(S(=O)(=O)CC(=O)Nc2ccc(OC)cc2OC)c2ccccc21 | 3.1% | -1.4 | 1225 | 3.2% | -0.4% | i | 4.8 | 4.3% | -6.0% | i | 14.1 | 7.7 | -2.9
C#CCOCCOCCOCCNc1nc(N2CCN(C(=O)[C@H](Cc3cc4ccccc4[nH]3)n3cc([C@@H](N)CC(C)C)nn3)CC2)nc(N2CCN(C(=O)[C@H](Cc3cc4ccccc4[nH]3)n3cc([C@@H](N)CC(C)C)nn3)CC2)n1 | -1.7% | -0.5 | 1107 | 7.5% | 0.2% | i | 2.2 | 13.7% | 8.8% | i | 15.8 | -10.5 | -6.1
O=C1c2ccncc2C(=O)N1CNc1ccc(Cl)cc1 | 1.9% | 0.3 | 1172 | 6.7% | 0.2% | i | 0.1 | 2.4% | 4.2% | i | 50.1 | 3.5 | -3.0
Cc1nc2cc(Cl)ccc2c(=O)n1Cc1ccncc1 | 1.6% | x | x | 7.2% | 0.0% | i | 0.6 | 5.9% | 1.2% | i | 17.0 | x | x
Cc1ccccc1CN1C(=O)C(O)(CC(=O)c2ccncc2)c2ccccc21 (centres undefined) | 3.8% | -4.5 | 929 | 18.8% | 1.0% | i | 1.1 | 5.7% | 0.9% | i | 44.4 | 1.6 | -9.8
CS(=O)(=O)Nc1ccc(C(=O)Nc2ccccc2C(=O)NCc2ccco2)cc1 | 2.5% | x | x | 5.0% | 0.0% | i | 0.7 | 27.9% | -4.8% | i | 26.1 | x | x
Cc1ccc(C(=O)Nc2ccc(CN3CCS(=O)(=O)CC3)cc2)cc1C | x | 1.7 | 1057 | 8.2% | -0.6% | i | 0.4 | 6.1% | -0.4% | i | 42.7 | x | x
Cc1ccc(CNC(=O)C(C)OC(=O)c2ccco2)cc1 (centres undefined) | -0.1% | -8.0 | 984 | 2.2% | -0.2% | i | 3.5 | 14.4% | 3.1% | i | 8.4 | -15.4 | -5.2
Cc1ccc(/C=C2\SC(N3CCCCC3)=NC2=O)cc1 | 1.1% | x | x | 10.8% | -1.4% | i | 0.6 | 7.8% | 6.3% | i | 63.3 | x | x
O=C(C[n+]1ccc(Cc2ccccc2)cc1)Nc1ccc([N+](=O)[O-])cc1Cl | -0.9% | 1.8 | 1486 | -2.1% | -0.9% | i | 0.6 | 5.3% | 13.4% | i | 11.9 | -16.2 | 5.8
Cc1ccc(CNC(=O)CSc2nc3c(sc4ccccc43)c(=O)n2CCCN2CCCC2)cc1 | u | -0.9 | 1029 | 8.4% | 0.9% | i | 0.7 | 7.8% | -10.7% | i | 17.9 | 7.1 | -18.1
O=S(=O)(c1ccccc1)N1CCN(Cc2ccccc2)CC1 | 0.2% | x | x | 10.1% | -0.6% | i | 0.4 | 12.1% | 3.0% | i | 19.2 | x | x
O=c1c2cc(N3CCOCC3)ccc2[nH]c(=S)n1Cc1ccccc1Cl | -2.0% | -4.1 | 698 | 2.3% | -0.2% | i | 0.2 | 4.7% | -13.1% | i | 22.1 | 19.1 | -0.4
COc1ccc(CCNC(=O)C2CC2)cc1 | 1.5% | x | x | 7.9% | x | i | 0.6 | 17.1% | x | i | 51.8 | x | x
O=C(NCc1ccccn1)Nc1ccc(F)c(Cl)c1 | 1.7% | x | x | 7.9% | -0.1% | i | 0.8 | 9.6% | -4.8% | i | 8.2 | x | x
Further entries.
SMILES | RSV antiviral HEp-2 | b-catenin transl | b-catenin transl cell count 5 µM | Rac1 GTP hydrolysis | West Nile antiviral | Myeloid diff MLP | Myeloid diff MLP GFP+ MAC1+ % | Large T inhibition | Salmonella PhoP GFP | T cell modulator | T cell modulator vesicle-bound % | WT yeast gro inh | WT yeast gro inh mutant strain
O=[N+]([O-])c1cc(-c2csc(NC(CO)c3nc4ccccc4n3CCOCCO)n2)ccc1Cl (centres undefined) | 7.5% | x | x | 8.6% | 0.0% | i | 3.8 | 32.1% | -4.1% | i | 44.2 | x | x
Cn1c(C(=O)OC(C(=O)NC(C)(C)C)c2cccnc2)cc2sccc21 (centres undefined) | -1.4% | -0.3 | 1062 | 6.7% | -0.7% | i | 0.5 | 0.8% | -9.2% | i | 54.9 | -15.1 | -14.0
CS(=O)(=O)N(CC(=O)N1CCCC1)c1ccccc1Br | 1.0% | x | x | 7.4% | -0.3% | i | 0.9 | 3.6% | 6.2% | i | 65.9 | x | x
Cc1cc(NC(=O)C(C)SCC(=O)N(C)CC(=O)Nc2ccc(F)cc2)no1 (centres undefined) | -2.1% | x | x | -5.3% | x | i | 0.5 | 10.0% | 3.1% | i | 38.3 | x | x
Cc1ccc(S(=O)(=O)/C(C#N)=C/c2ccccc2OCc2ccccc2)cc1 | 7.1% | 0.0 | 1000 | 5.5% | -0.1% | i | 0.9 | 21.0% | 11.9% | i | 54.3 | 30.5 | 27.4
Cc1ccccc1N(C(=O)CNC(=O)c1ccco1)C(C(=O)NC1CCCCC1)c1ccncc1 (centres undefined) | 1.0% | x | x | 2.6% | -1.0% | i | 0.8 | 17.7% | -9.3% | i | 34.1 | x | x
COc1cccc(NC(=O)C2CC(=O)N=C(N)S2)c1 (centres undefined) | 0.8% | x | x | 10.8% | 1.2% | i | 0.5 | 2.2% | -8.2% | i | 56.3 | 7.6 | 6.9
COc1ccc(CS(=O)(=O)CC(C)(O)c2ccccc2)cc1 (centres undefined) | 0.7% | x | x | 7.7% | -0.6% | x | x | 8.4% | 1.4% | i | 51.8 | x | x
Cc1nn(C)c(C)c1S(=O)(=O)N1CCCC(C(=O)NC2CCCCCC2)C1 (centres undefined) | -0.4% | -2.0 | 1148 | 2.9% | -1.1% | i | 2.3 | -3.0% | -14.4% | i | 25.0 | -15.2 | 6.2
COc1ccc2c(c1OC)C(=O)N1C2SC[C@H]1C(=O)NC1CC(C)(C)NC(C)(C)C1 (some centres undefined) | x | -1.8 | 1083 | 3.3% | 0.3% | i | 0.2 | 1.6% | -16.0% | x | x | -0.9 | 2.3
COC(=O)C(C)N(C(=O)c1cccc2ccccc12)c1c(C)cccc1C (centres undefined) | 25.5% | 1.7 | 1213 | 13.7% | 0.8% | i | 9.9 | 7.8% | 1.4% | i | 11.7 | 39.1 | 32.7
O=c1[nH]c(CSc2ncnc3sccc23)nc2cc(C(F)(F)F)ccc12 | 2.6% | 0.0 | 1305 | 8.6% | 0.0% | i | 1.0 | 7.8% | -7.0% | i | 31.4 | x | x
Cc1[nH]c(-c2ccco2)nc1C(=O)O | -0.7% | x | x | 3.1% | 1.4% | i | 5.2 | 5.1% | 5.9% | i | 33.7 | 25.2 | -6.8
CCCC1=C(C(=O)OCC)C(c2ccc(OC)c(C)c2OC)C(C#N)=C(N)O1 (centres undefined) | 1.7% | 1.7 | 531 | 5.1% | -0.9% | i | 0.3 | 6.3% | 9.8% | i | 36.4 | 12.6 | -7.1
O=C(Nc1nnc(/C=C/c2ccccc2)s1)c1ccco1 | 3.1% | -0.6 | 1317 | 5.5% | 0.0% | i | 0.2 | 13.5% | -7.9% | i | 24.8 | x | x
CC(=O)Nc1ccc(S(=O)(=O)N2CCC(c3nnc(-c4ccc(C)cc4)o3)CC2)cc1 | -0.6% | x | x | 4.7% | -0.7% | i | 3.4 | 7.4% | x | i | 42.6 | x | x
COC(=O)c1sc2cc(C(F)(F)F)cnc2c1-c1ccccc1 | -0.2% | -1.8 | 1146 | 3.4% | 0.3% | i | 2.3 | 3.5% | -2.5% | i | 46.7 | 9.3 | -2.1
Cc1cc(C)nc(NC(=O)c2ccc(Cl)cc2)n1 | 0.6% | x | x | 2.6% | 0.5% | i | 0.0 | 46.1% | -5.3% | i | 19.5 | -9.2 | -7.0
COc1cccc(CN2CCNC(=O)C2CC(=O)NCc2cn3ccccc3n2)c1OC (centres undefined) | 1.6% | 0.2 | 982 | 3.0% | 0.8% | i | 1.7 | 65.2% | -1.9% | i | 54.4 | -2.4 | 6.6
